# T cell modulator: modulates CD8 T cell binding to vesicles; 2C CD8+ T cell-vesicle binding, flow cytometry; stronger effect = lower value; calls only at 7 µM; AID 2052; hit rate 0.068% among 330,000;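 active = response, share of CD8 T cells binding vesicles, and their 90th percentile fluorescence all below set limits, cut at about 80% in these data, passing the limit was not always enough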
#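 Incubation: binding step 1.5 h, 37 °C, antibody labelling 20 min, ice; system: murine 2C transgenic CD8+ T lymphocytes; technique: cytometric PE anti-B7-1 and Alexa647 anti-CD8 signals after 1% paraformaldehyde fixation; also added: QL9-charged Drosophila Ld/ICAM-1/B7-1 vesicles; control set: naked versus QL9-loaded vesicles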
# b-catenin transl: modulators of beta-catenin nuclear translocation; hit rate 0.3% among 190,000; nuclear translocation activity, % at 5 µM; HeLa beta-catenin nuclear translocation, immunofluorescence imaging;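 active = nuclear translocation activity above 50% at 5 µM, with a well cell count of 50 or more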;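 note: per-cell ratio of nuclear to cytoplasmic median beta-catenin stain intensity; plate controls were DMSO negative control for no effect and GSK-3 inhibitor IX positive control for full effect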
#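 Signal – beta-catenin immunofluorescence imaging with DAPI · Test system – human HeLa cell line · Dosing – 5 µM primary single dose, 0.1% DMSO, 0.02–20 µM confirmation series · Measure – % activation, nuclear-to-cytoplasmic median beta-catenin signal ratio per cell · Incubation – 24 h compound exposure at 37°C, 5% CO2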
# Hep lipid drop: hepatic lipid droplet formation modulation; AID 1656; AML12 mouse hepatocytes, oleate lipid droplets, BODIPY imaging; hit rate 0.4% among 240,000; inhibition, % at 6.5 µM;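 active = lipid droplet intensity inhibited by at least 50%, with more than 500 cells counted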
#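 Material: mouse AML12 hepatocyte cell line, fixed after treatment; Timing: compound with oleate, overnight; Technique: high-content imaging of BODIPY-stained droplets and DAPI nuclei; Probe or stimulus: oleate, 100 µM final; Dosing: compound at 6.5 µM only.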
# MT stabilizer: microtubule stabilizers in HeLa cells; % tubulin-high responders, % at 10 µM; hit rate 0.83% among 200,000; HeLa tubulin immunostaining HCS, 24 h; share of cells brighter than vehicle mean+2SD;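 active = plate Z-score above 3 for both tubulin-high and condensed-nucleus cell shares, with cell loss under 80%, at 10 µM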;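 note: anti alpha tubulin signal scored within the nucleus-defined area of each cell; some results filed as inactive read as strong as hits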
# PhoP inhibition: inhibitors of PhoP regulon expression, primary screen, Salmonella Typhimurium, GFP reporter (AID 1863); hit rate 0.16% among 300,000; S. Typhimurium PhoP-regulated promoter GFP reporter, 4 h; higher % means a stronger effect; one-dose inhibition, % at 50 µM; IC50 in µM for titrated hits;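 active = inhibition over 29.93%, a cutoff 3 SD above the screen mean, later confirmed by dose response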;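 note: 0% = low Mg2+ inducing control and 100% = high Mg2+ repressing control; strong numbers were not always called active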
# ER stress rescue: protection against thapsigargin-triggered cell killing – 384-well, CSM14.1, ATP luminescence, primary screen (AID 1222) | CSM14.1 thapsigargin-induced death rescue, ATP luminescence; higher % means a stronger effect | cellular ATP content (survival), % at 20 µM; hits with a dose series show EC50 in µM | 190,000 tested, under 10 active;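 active = EC50 below 50 µM in the dose-response confirmation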;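 note: death triggered by thapsigargin at about 15 µM added after 2 h compound pretreatment; cell ATP read after overnight thapsigargin exposure of roughly 18 to 22 hours; normalized against plate controls of thapsigargin alone and 5% DMSO vehicle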
# Ins promoter up: MIN6 insulin promoter up-regulation | MIN6 insulin promoter-GFP reporter, high-content imaging; stronger effect = higher value | z-score at 5 µM | hit rate 0.3% among 190,000;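 active = z-score above 3 at 5 µM with at least 500 cells counted in the well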
# Autophagy HCS: autophagy modulation, high-content screen. MEF GFP-LC3 puncta imaging; test concentration mostly 10 µM. calls only at 10 µM (by protocol). hit rate 0.98% among 190,000. AID 463193;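 active = percentage of spot-positive cells more than 3 SD above its plate mean, without a fluorescence outlier flag or 80% toxicity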;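 note: spot-positive cell cutoff set from DMSO-treated cells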
# Dynein transport: blocks dynein driven cargo transport along microtubules | AID 1381 | 3617.4 mouse cells, GR-EGFP nuclear translocation imaging; test concentration mostly 20 µM; stimulated with dexamethasone, 1 µM; stronger effect = lower value | z-score, hits read low | hit rate 0.47% among 220,000;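 active = plate z-score of nuclear minus cytoplasmic receptor signal below a set negative limit, without overly bright fluorescence or cell loss, cut at about -3.5 in these data, passing the limit was not always enough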;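 note: z-score of nuclear minus cytoplasmic ring GR-EGFP intensity difference per well; some compounds called inactive have numbers as strong as hits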
#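 Also added – dexamethasone, 1.0 µM final · Buffer or medium – tet-free, stripped-serum medium · Schedule – induction 48 h, compound 1 h, agonist 30 min · Detection – formaldehyde fixation, Hoechst nuclear stain, 10x automated fluorescence imaging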
# Dynein transport cytoplasmic EGFP: recorded beside Dynein transport, whose call it bears; z-score; measured here: cytoplasmic GR-EGFP intensity; stronger effect = higher value
# Dynein transport nuclear GR-EGFP: further read-out of Dynein transport, marked with its call; z-score; measured here: nuclear GR-EGFP intensity;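 lower value marks the stronger effect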
# Dynein transport cell count: second read-out of Dynein transport, no call of its own (marks repeat the call); z-score; measured here: cell count per field
# Ins promoter up cell count: further read-out of Ins promoter up, marked with its call; cell count; measured here: cytotoxicity, nuclei count;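 total cells summed across four imaged fields per well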
# Hep lipid drop cells 6.5 µM: also measured in Hep lipid drop; calls as there; cell count; measured here: cell count, cytotoxicity flag;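 cells counted across two imaged fields per well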
# b-catenin transl cell count 5 µM: recorded beside b-catenin transl, whose call it bears; cell count; measured here: cell count, cytotoxicity flag
# T cell modulator vesicle-bound %: second read-out of T cell modulator, no call of its own (marks repeat the call); double positive events, %; measured here: CD8+ vesicle-bound cell fraction;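 binding gate set so that unloaded-vesicle control wells show 10% double positive cells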
# MT stabilizer Hoechst-high %: also measured in MT stabilizer; calls as there; % Hoechst-high responders; measured here: nuclear condensation Hoechst responders;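 share of cells brighter than vehicle mean plus two SD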
# MT stabilizer cytotoxicity %: also measured in MT stabilizer; calls as there; toxicity, %; measured here: cytotoxicity by cell density;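 0% = mean cell density of plate MIN control wells and 100% = no cells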
# Autophagy HCS cell loss 18 h: recorded beside Autophagy HCS, whose call it bears; toxicity, %; measured here: cell loss, nuclei count;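 cell loss after 18 h compound exposure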
# Active calls of the source: *; i = inactive; x = not tested or not shown.
structure	T cell modulator	T cell modulator vesicle-bound %	b-catenin transl	b-catenin transl cell count 5 µM	Hep lipid drop	Hep lipid drop cells 6.5 µM	MT stabilizer	MT stabilizer Hoechst-high %	MT stabilizer cytotoxicity %	PhoP inhibition	ER stress rescue	Ins promoter up	Ins promoter up cell count	Autophagy HCS	Autophagy HCS cell loss 18 h	Dynein transport	Dynein transport cytoplasmic EGFP	Dynein transport nuclear GR-EGFP	Dynein transport cell count
CC(=O)NC(=S)Nc1ccc(NC(=O)COc2ccc(Cl)cc2Cl)cc1	i	30	0.0	1270	x	x	2.0	1.1	5.3	5%	-3.4%	0.56	1288	i	-7	-0.83	-0.22	0.17	0.7
COc1cc2c(cc1NC(=O)CSCC(=O)O)oc1ccccc12	i	52	-7.4	1074	x	x	2.8	0.9	0.7	-10%	-0.4%	0.19	1183	i	21	0.55	-0.079	0.73	-0.048
CCCCc1ccc(NC(=O)C2CCN(S(C)(=O)=O)CC2)cc1	i	40	0.5	1222	x	x	3.5	2.2	3.8	2%	-0.1%	0.05	1267	i	-1	0.54	-0.22	0.29	0.61
CCOc1ccc(NC(=O)NC(=O)N(C(C)C)S(C)(=O)=O)cc1	i	14	-1.7	1158	2	710	1.8	1.7	1.7	9%	-1.0%	-0.53	1152	i	20	-0.35	-0.34	-0.66	1.3
CC1C2CC(C(S(=O)(=O)N3CCOCC3)C2=O)C1(C)C (stereo unspecified)	i	32	-4.8	1456	x	x	3.0	3.0	7.0	-1%	1.0%	0.86	1610	i	-45	0.75	-0.32	0.55	0.15
O=S1(=O)C=CC(c2ccccc2)C1 (stereo unspecified)	i	42	-1.3	1353	29	722	x	x	x	-13%	x	0.24	1065	x	x	-0.1	-0.25	-0.081	0.35
O=C(CNC(=S)N(Cc1ccccc1)Cc1cccnc1)N1CCOCC1	i	22	-0.2	1114	-3	764	2.3	2.0	9.6	6%	-1.2%	-0.25	1165	i	-9	-0.46	-0.21	-0.49	0.81
COc1ccc(C(=O)C2CCCN(C(=O)COc3ccc(C(C)=O)cc3)C2)cc1F (stereo unspecified)	i	40	-0.2	1525	2	669	6.3	1.3	6.5	3%	2.4%	-0.59	1444	i	-6	-0.085	-0.1	-0.29	-0.23
COc1cc(/C=C(\C#N)C(=O)c2c[nH]c3ccccc23)cc(OC)c1O	i	18	6.5	869	-8	684	2.4	0.9	4.6	-1%	-0.1%	0.55	1232	i	10	2.6	-0.19	1.1	-1.1
Cc1ccccc1OCc1nc(-c2ccccc2)no1	i	41	x	x	0	735	2.2	2.2	6.0	-7%	-2.1%	0.04	1312	i	29	1.2	-0.26	0.42	0.71
COc1ccc(CC(=O)Nc2ccc(/C(C)=N/NC(=O)c3cccc([N+](=O)[O-])c3)cc2)cc1	i	46	0.9	1084	3	635	3.0	2.1	5.1	9%	1.3%	0.07	1825	i	13	-0.89	0.26	0.029	0.21
Cc1cc(CNC(=O)COc2cc(F)ccc2[N+](=O)[O-])c2ccccc2n1	i	40	2.7	1062	-37	754	4.2	2.0	1.1	4%	-0.7%	-0.02	1123	i	5	-0.69	-0.17	-0.4	0.23
COc1nc(Nc2ccc(C(C)=O)cc2)nc(OC)n1	i	28	x	x	10	705	5.3	3.3	6.4	10%	-1.9%	0.6	1238	i	7	0.28	-0.15	0.59	-0.64
Cc1cc(/C=C(\C#N)C(=O)O)c(C)n1-c1ccc(Br)cc1	i	42	0.6	1226	-6	714	x	x	x	-6%	x	-1.1	969	x	x	-0.44	-0.82	-0.061	-0.024
O=C(CSCc1ccccc1)Nc1ccc2c(c1)OCO2	i	40	-1.7	1147	-5	777	2.3	0.1	56	35%	-1.6%	0.65	1153	i	2	-0.98	-0.27	-0.29	0.41
CCOC(=O)c1oc2ccccc2c1NC(=O)C1CCCCC1	i	6	-1.0	1046	-9	743	2.3	2.7	9.6	1%	-1.6%	-0.86	1342	i	27	-0.66	-0.25	0.088	1
N/C(=N\OC(=O)CCC1CCCCC1)c1ccc([N+](=O)[O-])cc1	i	14	2.8	1362	x	x	1.4	0.9	6.1	-2%	-0.2%	0.02	1390	i	4	0.12	-0.2	-0.078	-0.17
Cc1cc([N+](=O)[O-])cnc1Sc1nccn1C	i	62	-0.3	975	6	633	1.9	1.7	5.1	5%	-0.7%	-0.21	1321	i	4	-0.35	-0.22	-0.55	0.62
CN1Cc2cccc3c2C(Cc2ccccc2S3)C1 (stereo unspecified)	i	9	-1.2	991	-27	648	3.2	1.4	12	15%	-2.1%	-0.13	1241	i	-3	0.049	-0.25	0.049	0.33
CCc1nc(OCc2ccco2)c2sc3nc4c(cc3c2n1)COC(C)(C)C4	i	28	1.6	803	1	794	3.7	2.6	9.6	4%	-1.5%	-1.3	1187	i	0	0.76	0.92	1.4	-3.7
CCN(CC)C(=O)Oc1ccc(Br)c2ccccc12	i	45	-2.8	584	-24	735	2.1	3.2	13	-5%	-0.9%	-0.29	1348	i	22	0.8	-0.3	0.19	-0.54
O=C(CCn1c(=O)c2ccccc2n(CC(=O)N2CCN(c3ccccc3)CC2)c1=O)NCc1ccco1	i	38	-0.5	1147	18	734	2.4	1.4	5.8	-7%	-5.4%	-0.16	1183	i	-2	0.036	-0.13	-0.33	-0.36
N/C(=N\OS(=O)(=O)c1cccc([N+](=O)[O-])c1)c1ccncc1	i	50	0.3	482	29	721	1.6	2.0	1.7	-4%	-1.6%	0.14	1230	i	11	-0.28	-0.26	-0.22	1.1
CC(=O)c1ccc(NS(=O)(=O)Cc2ccccc2)cc1	i	20	0.7	1168	x	x	3.9	2.2	7.1	0%	0.5%	-0.78	1091	i	6	-0.39	-0.23	0.012	0.49
CN1CCN(C(c2cccc(C(F)(F)F)c2)c2nnnn2Cc2ccccc2)CC1 (stereo unspecified)	i	12	-5.8	956	x	x	4.9	2.4	7.6	7%	-0.7%	-0.41	1118	i	0	0.12	-0.19	0.22	0.44

# The last three entries of the section above come first, to join the parts.
structure	T cell modulator	T cell modulator vesicle-bound %	b-catenin transl	b-catenin transl cell count 5 µM	Hep lipid drop	Hep lipid drop cells 6.5 µM	MT stabilizer	MT stabilizer Hoechst-high %	MT stabilizer cytotoxicity %	PhoP inhibition	ER stress rescue	Ins promoter up	Ins promoter up cell count	Autophagy HCS	Autophagy HCS cell loss 18 h	Dynein transport	Dynein transport cytoplasmic EGFP	Dynein transport nuclear GR-EGFP	Dynein transport cell count
N/C(=N\OS(=O)(=O)c1cccc([N+](=O)[O-])c1)c1ccncc1	i	50	0.3	482	29	721	1.6	2.0	1.7	-4%	-1.6%	0.14	1230	i	11	-0.28	-0.26	-0.22	1.1
CC(=O)c1ccc(NS(=O)(=O)Cc2ccccc2)cc1	i	20	0.7	1168	x	x	3.9	2.2	7.1	0%	0.5%	-0.78	1091	i	6	-0.39	-0.23	0.012	0.49
CN1CCN(C(c2cccc(C(F)(F)F)c2)c2nnnn2Cc2ccccc2)CC1 (stereo unspecified)	i	12	-5.8	956	x	x	4.9	2.4	7.6	7%	-0.7%	-0.41	1118	i	0	0.12	-0.19	0.22	0.44
Cc1sc2nc(SCc3nc4ccccc4[nH]3)n(Cc3ccco3)c(=O)c2c1C	i	46	x	x	-12	714	4.0	2.7	11	18%	1.7%	-0.58	1216	i	21	-1.3	0.079	-0.61	0.66
COCCCNC(=O)Cn1nnc(-c2ccccc2NC(=O)c2ccccc2F)n1	i	62	-2.6	762	x	x	3.0	2.8	0.7	x	-2.5%	0.42	1283	i	19	-0.023	-0.3	-0.084	-1.1
CCc1c(C)nc2ncnn2c1N1CCC(C(=O)Nc2ccccc2)CC1	i	13	-1.5	977	x	x	6.7	3.3	6.4	4%	-1.4%	x	x	i	12	-0.66	-0.27	-0.082	0.58
CCOc1cccc2cc(-c3nnc(NCc4ccco4)s3)c(=O)oc12	i	20	-0.7	845	x	x	2.4	2.3	6.8	4%	0.8%	-0.34	1365	i	-9	0.17	-0.15	0.32	-0.0029
CCOC(=O)N1CCC(NC(=O)CS(=O)Cc2nc(-c3ccc(OC)c(OC)c3)oc2C)CC1 (stereo unspecified)	i	40	x	x	x	x	11	2.7	8.9	11%	2.8%	x	x	i	7	0.86	-0.44	0.7	0.12
O=C(Nc1ccc(S(=O)(=O)N2CCCCC2c2cccnc2)cc1)c1c(F)cccc1F (stereo unspecified)	i	41	-4.6	1045	-10	696	2.9	2.6	7.2	0%	-0.5%	-1.1	1663	i	2	0.55	-0.31	-0.31	0.91
CNC(=O)c1ccsc1NC(=O)c1coc2ccccc2c1=O	i	45	-2.3	1237	4	740	4.4	1.3	8.8	-13%	1.6%	-0.51	1283	i	9	0.45	-0.074	0.64	-1.6

# High-throughput results as filed in PubChem BioAssay.
